Screening results from PubChem.
D1 PAM: human D1 dopamine receptor positive modulation; P21728; HEK293 TREx D1 cells, calcium flux, dopamine EC20 potentiation; potentiation, % at 10 µM; 360,000 tested, 0.036% active; AID 504651; in the data active = potentiation above about 30%; note: 0% is about no effect
Target sequence (P21728 whole entry, looked up): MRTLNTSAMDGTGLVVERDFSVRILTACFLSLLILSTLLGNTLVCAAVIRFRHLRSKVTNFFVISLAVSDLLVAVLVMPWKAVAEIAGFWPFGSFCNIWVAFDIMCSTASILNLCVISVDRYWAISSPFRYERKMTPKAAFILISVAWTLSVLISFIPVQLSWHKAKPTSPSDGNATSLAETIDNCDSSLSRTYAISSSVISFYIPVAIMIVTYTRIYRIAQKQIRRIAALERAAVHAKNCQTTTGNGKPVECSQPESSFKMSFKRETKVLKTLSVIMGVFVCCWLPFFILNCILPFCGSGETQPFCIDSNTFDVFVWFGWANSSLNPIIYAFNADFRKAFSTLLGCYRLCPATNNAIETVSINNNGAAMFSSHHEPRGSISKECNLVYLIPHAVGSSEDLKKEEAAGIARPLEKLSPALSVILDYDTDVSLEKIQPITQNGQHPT
D2 ag: D2 dopamine receptor (human) agonism. P14416. HEK293 T-REx D2 cells, calcium flux agonist mode. activation, % at 2 µM. 340,000 tested, 0.53% active. AID 485358;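 active = activation over 3 SD above normal in the single-dose calcium agonist read, cut at about 30% in these data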; note: 0% is about no effect
Target sequence (P14416 whole entry, looked up): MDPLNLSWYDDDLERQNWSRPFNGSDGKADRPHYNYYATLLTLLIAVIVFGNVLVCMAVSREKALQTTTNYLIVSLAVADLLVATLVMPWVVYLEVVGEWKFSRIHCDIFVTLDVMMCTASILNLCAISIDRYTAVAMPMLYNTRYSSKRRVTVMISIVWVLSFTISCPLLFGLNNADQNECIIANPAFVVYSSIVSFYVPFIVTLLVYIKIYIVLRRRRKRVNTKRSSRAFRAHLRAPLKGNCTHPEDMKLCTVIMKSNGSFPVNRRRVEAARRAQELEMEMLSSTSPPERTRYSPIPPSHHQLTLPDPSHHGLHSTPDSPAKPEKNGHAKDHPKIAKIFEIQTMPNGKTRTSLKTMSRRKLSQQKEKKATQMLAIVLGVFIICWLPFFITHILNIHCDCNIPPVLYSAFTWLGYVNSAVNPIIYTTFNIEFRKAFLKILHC
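Calcium-flux readout, 1 cycle/sec over 180 s following compound pin transfer, in inducible HEK293 Trex D2 cells (force-coupled); dopamine controls included. Positive calcium responses during this window marked compounds as potential agonists.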
D1 ag: activates the human D1 dopamine receptor; P21728; HEK293 T-REx D1 cells, calcium flux, agonist mode; activation, % at 2 µM; 360,000 tested, 1% active; AID 504660; in the data active = activation above about 30%; note: 0% is about no effect
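Tetracycline-induced HEK293 TREx D1 cells, force-coupled to calcium signalling, were dye-loaded with a no-wash calcium kit. Compound was pin-added after a 10 s baseline. Fluorescence was read kinetically at 1 cycle/s for 180 s, with calcium rises flagged as agonism.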
RXFP1 antagonist: blocks the human relaxin receptor RXFP1; HEK293-RXFP1, relaxin-stimulated cAMP HTRF, 30 min; stronger effect = lower value; activity change, negative = inhibition, % at 57.5 µM; 350,000 tested, 0.59% active; AID 1259400;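 active = activity change of -60% or lower, but not beyond a set lower limit; inconclusive = change between -60% and -40%, or beyond the set limit; inactive = change above -40%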; note: % is set by controls: 0 for no effect and ±100 for the full control effect
TRHR enhancer: allosteric enhancers of human TRH receptor; enhancement, % at 2 µM; TRHR cells, fluo-8 calcium fluorescence, EC20 TRH enhancement; 360,000 tested, 0.66% active; in the data active = enhancement above about 30%; note: 0% is about no effect
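TRHR-expressing cells loaded with fluo-8 calcium dye were read kinetically (ex 480/em 530) during compound addition, then stimulated with an EC20 of TRH (10 nM final). Enhancement of the Gq-mediated intracellular calcium response was scored.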
D2 antag: D2 dopamine receptor (human) antagonism; P14416; inhibition, % at 10 µM; HEK293 TREx D2 cells, calcium flux, dopamine EC80; 340,000 tested, 2% active; in the data active = inhibition above about 30%; note: 0% is about no effect
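Tetracycline-induced HEK293 T-REx cells expressing D2 force-coupled to calcium signalling were dye-loaded, exposed to compound for 180 s, then challenged with an EC80 of dopamine; calcium flux was followed kinetically for a further 180 s.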
D2 PAM: positively modulates the human D2 dopamine receptor allosterically | P14416 | HEK293 T-REx D2, calcium flux, EC20 dopamine potentiation | 340,000 tested, 0.34% active | AID 485347 | potentiation, % at 10 µM;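 active = potentiation over 3 SD above the plate norm, cut at about 30% in these data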; note: 0% is about no effect
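Using a no-wash calcium dye in inducible, force-coupled HEK293 Trex cells expressing D2, we tracked fluorescence each second for 180 s after compound, then for 180 s after EC20 dopamine to detect augmented signalling.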
RXFP1 ag: agonists of human relaxin receptor RXFP1. Potency, µM (top dose mostly 57.5 µM), for inactives: at the top dose activation, actives largely listed as activators. HEK293T-RXFP1 cAMP TR-FRET, 30 min; response scale: percent of porcine relaxin response, buffer zero. 370,000 tested, 0.3% active. Q9HBX9. AID 2676; active = well fitted activation curve with a large enough effect; inconclusive = small, poorly fitted or top-dose-only effect; note: potency is the fitted concentration of half-maximal effect; % is set by controls: 0 for no effect and ±100 for the full control effect; nearly all actives have a fitted effect of over 60% in size; many of its hits are not listed in these tables
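HEK293 cells stably expressing RXFP1, treated 30 min at 37C with compounds plus PDE4 inhibitor Ro 20174; cAMP measured by HTRF TR-FRET. Normalized to buffer and 29 nM porcine relaxin; EC50 by Hill fit.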
D1 antag: blocks dopamine activation of the human D1 receptor | P21728 | AID 504652 | activity change, negative = inhibition, % at 10 µM | HEK293 TREx D1 cells, calcium flux, dopamine EC80; stronger effect = lower value | 360,000 tested, 3.2% active; in the data active = activity change below about -30%; note: % is set by controls: 0 for no effect and ±100 for the full control effect
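Tetracycline-induced HEK293 Trex D1 cells, force-coupled to calcium, dye-loaded; compounds added and read 180 s, then EC80 dopamine added and calcium flux tracked kinetically another 180 s.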
* hit, by the source's call; ? = inconclusive; · = no result given.

SMILES	D1 PAM	D2 ag	D1 ag	RXFP1 antagonist	TRHR enhancer	D2 antag	D2 PAM	RXFP1 ag	D1 antag
CCOC(=O)CCc1c(C)nc2cc(-c3ccc(Cl)cc3)[nH]n2c1=O	-2	0.7	2	-2	-2	21	-4	-0.7%	-2
O=C(CSc1nnc(-c2cnccn2)n1Cc1ccco1)c1ccc(Cl)c(Cl)c1	7	-1.3	1	13	-1	-20	1	-0.3%	5
COc1ccc(C(CNC(=O)c2cccc(S(=O)(=O)N3CCCC(C)C3)c2)N(C)C)cc1 (configuration not stated)	·	-0.2	14	-10	-3	76*	-34	-0.1%	9
COc1ccc(-n2c(SC3CCOC3=O)nc3ccccc3c2=O)cc1OC (configuration not stated)	-2	0.1	2	13	-4	7	-7	2.7%	-3
COC(=O)c1ccc2c(c1)N(CC(=O)Nc1cccc(Cl)c1C)C(=O)c1ccccc1S2	-1	0.9	11	·	5	·	6	8.4%	12
COc1cccc(C(=O)CN2CCN(S(=O)(=O)c3ccc(Br)cc3)CC2)c1	-3	0.6	2	3	4	-31	8	-0.2%	-4
CN(CC(=O)Nc1ccccc1Br)C(=O)CN(C)C1CCCCC1	0	3.3	-1	-4	8	-7	-6	-0.5%	2
Oc1cccc(NC(=S)Nc2cccnc2)c1	2	1.0	2	-11	2	-1	9	-0.2%	1
COc1ccc(C2C(Oc3ccccc3)C(=O)N2c2cc(C)ccc2C)cc1OC (configuration not stated)	0	-0.3	4	2	5	-2	-8	-0.6%	0
O=C(c1ccncc1)N1CCN(S(=O)(=O)c2cccc(F)c2)CC1	-6	-0.3	6	-5	-3	-2	-10	-0.3%	-7
CCc1cc2c(=O)c(-c3nc4ccccc4n3C)c(COCC(=O)O)oc2cc1O	2	0.2	4	14	-3	3	4	0.9%	-18
CCn1c(=S)sc2c(=O)[nH]c(SCC(=O)Nc3cc(OC)ccc3OC)nc21	3	-0.2	-1	-33	-2	-4	-1	6.6%	-4
COc1ccc(S(=O)(=O)N2CCCCC2)cc1NC(=O)c1cc(C)on1	-4	-2.4	-1	-9	-10	10	3	-0.2%	-8
COc1cc(C2C(C(=O)/C=C/c3ccccc3)=C(O)C(=O)N2c2ccccn2)ccc1O (configuration not stated)	-7	0.7	3	3	-4	-1	6	-0.1%	-12
Cn1c(SCc2ccccc2Cl)nnc1-c1cnccn1	-6	0.4	0	2	1	-2	6	0.7%	-7
CN(C(=O)c1ccccc1)c1nccnc1C#N	-2	0.8	3	2	8	-14	2	-0.3%	7
Cc1ncoc1C(=O)N1CCc2c([nH]c3ccccc23)C1c1ccccc1F (configuration not stated)	-3	0.6	0	-1	-2	-2	-3	-0.2%	-25
O=C(CCn1c(=O)oc2ccccc21)NCCN1CCc2ccccc2C1	-2	2.8	1	20	2	11	·	-0.8%	0
Cc1ccc(NC(=O)c2oc3ccccc3c2NC(=O)C23CC4CC(CC(C4)C2)C3)cc1	-2	0.8	4	·	2	·	4	0.1%	-7
Cc1cc2c(s1)c1cnn(Cc3ccc(-c4ccccc4)cc3)c(=O)c1n2C	-4	·	3	·	1	·	·	·	1

Quoted from the listing.
D2 PAM result of COc1ccc(C(CNC(=O)c2cccc(S(=O)(=O)N3CCCC(C)C3)c2)N(C)C)cc1 (configuration not stated) is entered as -34
D1 antag result of O=C(CSc1nnc(-c2cnccn2)n1Cc1ccco1)c1ccc(Cl)c(Cl)c1 is entered as 5

New compounds follow:
SMILES	D1 PAM	D2 ag	D1 ag	RXFP1 antagonist	TRHR enhancer	D2 antag	D2 PAM	RXFP1 ag	D1 antag
CN(CC(=O)Nc1ccc2c(c1)OCO2)S(=O)(=O)c1cccs1	-3	·	0	-3	-4	·	·	0.6%	-2
O=C(NNC(=O)C1CCCCC1)c1cnccn1	6	0.4	1	3	1	10	-2	1.2%	-17
CC(C)NC(=O)Cn1nc(C(F)(F)F)c2c1CCC2	-1	-0.2	4	-7	12	-11	14	-1.9%	1
O=C(Cn1c(=O)oc2ccccc21)Nc1ccccc1C(F)(F)F	3	-0.2	4	-8	-5	-3	-3	-3.4%	5
COc1ccc2c(c1)OC[C@H]1[C@H]2N2C(=O)CN(CCc3c[nH]c4ccccc34)C(=O)[C@@]2(C)[C@H]1c1ccccc1	4	0.3	0	·	4	26	-7	1.3%	·
Cc1nc(Cl)c2c(n1)NC1=C(O2)C(=O)CCC1	-8	9.6	38*	-16	3	10	-4	4.4%	-11
O=C(CCc1ccccc1)NC(=S)Nc1ccc2c(c1)C(=O)OC2	1	0.9	5	1	5	-16	3	?	26
COc1ccc(NC(C)=O)cc1CNC(=O)COc1c(C)c(C)cc(C)c1C	-9	-0.3	13	7	4	3	17	0.8%	-22
O=C(NCCCNC(=O)c1cnccn1)c1ccc(Cl)cc1	-7	-0.4	2	10	-3	4	11	1.7%	10
Nc1ccc(OC(=O)Nc2ccc(O)cc2)cc1	-4	-1.1	3	13	5	17	14	0.9%	-20
Cc1cccc(N2CCN(CC(=O)N(C)Cc3ccccc3)CC2C)c1 (configuration not stated)	-6	0.7	2	2	-4	-30	-21	-0.1%	18
CC1=NN(Cc2cc(C(C)(C)C)c(O)c(C(C)(C)C)c2)C(=O)C1	-11	-0.3	2	-19	-9	0	7	2.8%	13
Cc1cccc(CCNC(=O)c2cccc3c2C(=O)N(C2CCCCC2)C3)c1	13	-0.1	5	-11	-10	7	14	0.0%	-5
C[C@@]12CCC=C[C@H]1[C@H](c1ccc3ccccc3c1Br)N(Cc1ccccc1)C2=O	-10	-0.5	2	·	-3	12	4	0.0%	-4
O=C(CCCSc1nc2ccccc2s1)NCc1ccc2c(c1)OCO2	-3	-0.5	2	-11	1	-3	-8	1.5%	8
Cc1ccc(NC(=O)Nc2cccnc2)cc1NC(=O)Nc1cccnc1	-8	-0.1	3	-7	-17	11	4	-6.3%	-11
COCCN(C(=O)CN1CCc2ccccc2C1)c1c(N)n(Cc2ccccc2)c(=O)[nH]c1=O	-3	0.2	0	10	-5	1	12	0.6%	29
Cc1cc(NC(=O)c2ccccc2)n(-c2nc3ccccc3[nH]2)n1	-8	1.8	3	-1	1	-5	-3	-1.8%	-9
Cc1ccc(NC(=O)c2ccc(-n3cncn3)c([N+](=O)[O-])c2)cc1	4	0.9	5	2	1	-27	3	-0.5%	-16
COC(=O)c1[nH]c2cc(OC)ccc2c1NC(=O)CN1CCC(C(N)=O)CC1	-2	0.2	1	8	5	-7	-1	0.3%	29

Part of the list above, limited to TRHR enhancer, D1 PAM and RXFP1 ag.
Molecule,TRHR enhancer,D1 PAM,RXFP1 ag
CCc1cc2c(=O)c(-c3nc4ccccc4n3C)c(COCC(=O)O)oc2cc1O,-3,2,0.9%
CCn1c(=S)sc2c(=O)[nH]c(SCC(=O)Nc3cc(OC)ccc3OC)nc21,-2,3,6.6%
COc1ccc(S(=O)(=O)N2CCCCC2)cc1NC(=O)c1cc(C)on1,-10,-4,-0.2%

(cont.)
SMILES	D1 PAM	D2 ag	D1 ag	RXFP1 antagonist	TRHR enhancer	D2 antag	D2 PAM	RXFP1 ag	D1 antag
Cc1nn(CC(=O)Nc2c(C)n(C)n(-c3ccccc3)c2=O)c(C)c1[N+](=O)[O-]	5	-0.1	3	-7	-2	-4	12	2.4%	2
Cc1cccc(-n2nnc(C(=O)NCc3ccccn3)c2N)c1	-4	0.2	3	4	0	31*	-2	0.7%	3
COC(=O)c1ccc(S(=O)(=O)NCc2ccccn2)n1C	0	0.2	1	-6	-4	-1	1	0.9%	2
COc1ccc(CCNS(=O)(=O)c2ccc(N3CCCCS3(=O)=O)cc2)cc1	1	·	22	-4	4	·	11	1.5%	-28
O=C(O)c1ccc(/C=N/n2c(C3CCCCC3)n[nH]c2=S)cc1	-6	-0.3	3	0	13	3	4	1.4%	-1
CC(=O)Oc1ccc(NC(=O)CCC2CCCCC2)c(C(=O)O)c1	-7	-0.5	-3	-12	7	-1	0	2.6%	9
CC(C)NC(=O)CN1C(=O)C(=O)c2ccccc21	-3	-0.5	2	3	9	-5	-11	-0.5%	-3
COCCOc1ccc(C(F)(F)F)cc1NC(=O)CN1C(=O)NC2(CCc3ccccc32)C1=O (configuration not stated)	-6	1.3	3	-2	-3	-11	8	-0.2%	1
COc1ccc(C(=O)n2cc(C(=O)c3cc(C)ccc3O)cn2)cc1	-3	0.3	3	9	1	-2	0	1.0%	2
COc1ccc(NC(=O)CN(C)C(=O)COc2ccccc2Cc2ccccc2)cc1	-4	0.0	5	0	-1	2	-20	1.3%	-11
COc1ccc(-n2c(C)ccc2-c2ccccc2)cn1	7	-0.5	2	-20	-16	4	-2	1.0%	3
CN(C)S(=O)(=O)c1ccc(C(=O)OCCc2ccccc2)cc1	1	0.7	5	-8	4	3	37*	0.9%	-7
COc1cccc(OC)c1CN(C)C(=O)c1cnccc1C(F)(F)F	-3	0.0	2	2	-5	10	1	-1.3%	16
O=C(NNC(=O)c1ccc(Cn2cccn2)o1)NC12CC3CC(CC(C3)C1)C2	12	-0.7	4	4	4	11	10	5.8%	-9
N/C(Cc1ccc([N+](=O)[O-])cc1)=N\OC(=O)Cc1ccccc1	-6	-1.2	6	4	-6	11	9	2.0%	-5
O=c1cnnc(N/N=C/c2ccc3c(c2)OCO3)[nH]1	0	0.8	0	0	10	-8	4	-0.4%	-11
COc1ccc(-c2csc(NC(=O)C3=COCCO3)n2)c(OC)c1	6	0.0	-1	-6	1	4	-4	-0.3%	-7
CCOC(=O)/C(C#N)=C\c1ccc(N2CCN(C/C=C/c3ccccc3)CC2)cc1	-9	·	109*	-14	0	·	·	1.8%	-22
Cc1cc(C[n+]2cc(Br)ccc2N)c2ncccc2c1	-2	-0.1	3	-4	-12	32*	3	0.0%	5
Cc1cc(=O)oc2cc(OCC(=O)OCC(=O)N3CCC(C)CC3)ccc12	-4	0.6	9	-32	3	3	1	3.2%	0
COc1ccc(S(=O)(=O)N2CCCCCC2)cc1C(=O)N(C)CC(=O)Nc1cc(C)ccc1C	-4	1.7	0	14	0	1	1	-2.1%	-10
O=C(CCSc1nnc2ccccn12)Nc1ccc(F)cc1	-1	-0.2	2	-24	-5	-12	-7	6.2%	-8
CCOc1ccc(NC(=O)CN2C(=O)S/C(=C/c3cccn3C)C2=O)cc1	-6	1.4	3	-38	1	-3	0	-1.0%	-4
O=C(CN1C(=O)NC(Cc2c[nH]c3ccccc23)C1=O)Nc1ccccc1Br (configuration not stated)	-7	0.0	3	6	3	25	-3	-1.9%	5
Cc1ccc(S(=O)(=O)N2CC(O)C2)cc1	1	1.0	2	·	-1	10	11	0.0%	1
O=C(NC1=NCCS1)c1cccc(NC(=O)c2ccco2)c1	-1	0.6	1	2	-2	9	-8	0.2%	-8
CCN(CC)CC(=O)Nc1c2c(nc3ccccc13)N(C)CC2	2	0.8	0	-11	-2	0	5	0.0%	-3

An excerpt; the hit share may differ from the screen's.
